Screens as filed in PubChem BioAssay.
Large T inhibition: SV40 large T antigen inhibitors, biochemical (AID 1903) | actives 0.39% (n = 310,000) | inhibition, % at 20 µM; hits with a dose series show IC50 in µM | SV40 large T antigen ATPase/helicase inhibition assay; higher % means a stronger effect; in the data active means a potency from the dose series; inconclusive means inhibition mostly from about 32% at the one dose, without a potency; inactive means the rest, 99 in 100 with inhibition below about 32%; further: strong numbers were not always called active
HIV peptide binding: inhibitors of HIV fusion peptide binding, primary screen, biochemical, uHTS, fluorescence dequenching (AID 1986) | actives 0.3% (n = 290,000) | cell-free peptide binding, fluorescence dequenching, 30 min; higher % means a stronger effect | inhibition, % at 20 µM, or IC50 in µM where a hit was titrated; in the data active means inhibition mostly above about 52%, no sharp cut-off; inactive means mostly below about 76%; further: some results filed as inactive read as strong as hits
K1F lysis inhibition: inhibition of K1F phage lysis, E. coli UTI89, bacterial capsule biogenesis inhibitors, alamar blue (AID 488966). E. coli UTI89 K1F phage lysis, alamar blue, 2 h; higher % means a stronger effect. one-dose inhibition, % at 100 µM; IC50 in µM for titrated hits. actives 0.02% (n = 340,000);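 active means phage lysis inhibition, versus mean bacterial control, above a set limit; inconclusive means no clear call, values can overlap the other calls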;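 further: capsule biogenesis inhibitors block K1F phage lysis so surviving cells raise fluorescence; higher fluorescence means more inhibition of phage lysis; actives were called in the ten point dose series up to 300 µM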
RSV CPE inhibition: RSV antiviral activity via CPE protection, HEp-2 cells, primary 10 µM value included (AID 2391). HEp-2 cells, RSV-induced CPE inhibition; higher % means a stronger effect. CPE inhibition, % at 10 µM, or IC50 in µM where a hit was titrated. actives 0.13% (n = 310,000); in the data active means a potency from the dose series; inconclusive means CPE inhibition mostly from about 23% at the one dose, without a potency; inactive means the rest, 99 in 100 with CPE inhibition below about 21%; further: strong numbers were not always called active
Dengue-2 NS5 capping: Dengue-2 NS5 methyltransferase inhibitors, primary screen, biochemical, confirmation dose response (AID 588689); Genome polyprotein (Dengue virus type 2 (strain 16681-PDK53)); Dengue-2 NS5 methyltransferase capping enzyme assay, biochemical; higher % means a stronger effect; inhibition, % at 25 µM, or IC50 in µM where a hit was titrated; actives 0.3% (n = 340,000); in the data active means a potency from the dose series; inconclusive means inhibition above about 29% without an active follow-up result
GPR35 antagonists: GPR35 antagonists blocking zaprinast-driven arrestin recruitment, primary screen, imaging, U2OS, beta-arrestin-GFP, zaprinast agonist (AID 2058). G-protein coupled receptor 35 (Homo sapiens). U2OS GPR35 beta-arrestin-GFP translocation imaging, zaprinast antagonism; higher % means a stronger effect. one-dose inhibition, % at 10 µM; IC50 in µM for titrated hits. actives 0.052% (n = 290,000);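 active means inhibition of at least 50% with at least 30 cells and total cytoplasm GFP at most 10,000,000; inconclusive means under 30 cells or total GFP of 10,000,000 plus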
GPR55 LPI antagonism: GPR55 antagonists blocking LPI-driven arrestin recruitment, primary screen, imaging, U2OS, beta-arrestin-GFP, LPI agonist (AID 2013); G-protein coupled receptor 55 (Homo sapiens); U2OS GPR55 beta-arrestin-GFP translocation imaging, LPI antagonism; higher % means a stronger effect; inhibition, % at 10 µM; hits with a dose series show IC50 in µM; actives 0.13% (n = 290,000);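 active means spots per cell inhibited over 60%, with over 100 cells counted and total cytoplasm intensity under 500,000; inconclusive means wells with under 100 cells, flagged as likely toxic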;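 further: U2OS cells stably carrying GPR55 and arrestin-GFP stimulated by 5 µM LPI near EC80; imaged beta-arrestin-GFP aggregate spots per cell after agonist stimulation; plate controls were LPI-stimulated DMSO wells for no effect and DMSO wells without LPI for full effect; some results filed as inactive read as strong as hits; confirmed hits need IC50 under 10 µM and bright autofluorescent wells are also inconclusive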
Salmonella PhoP GFP: inhibitors of PhoP regulon expression, primary screen, Salmonella Typhimurium, GFP reporter (AID 1863); S. Typhimurium PhoP-regulated promoter GFP reporter, 4 h; higher % means a stronger effect; inhibition, % at 50 µM; hits with a dose series show IC50 in µM; actives 0.16% (n = 300,000);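 active means inhibition over 29.93%, a cutoff 3 SD above the screen mean, later confirmed by dose response; inconclusive means inhibition over 29.93% but no dose response follow-up; inactive means inhibition at most 29.93% or unconfirmed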;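 further: 0% = low Mg2+ inducing control and 100% = high Mg2+ repressing control; strong numbers were not always called active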
Rac1 GTP hydrolysis: MgcRacGAP GTPase-activating activity inhibitors, confirmation, biochemical, ADP Hunter fluorescence. actives 0.6% (n = 340,000). inhibition, % at 30 µM; hits with a dose series show IC50 in µM. Rac GTPase-activating protein 1 (Homo sapiens). MgcRacGAP-stimulated Rac1 GTP hydrolysis, ADP Hunter fluorescence; higher % means a stronger effect; GST-tagged Rac1 F28L mutant substrate;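 active means first-screen hits whose inhibition reached a set limit at any dose in the follow-up dose series; inconclusive means inhibition above the set first-screen limit but never retested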;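 further: fluorescence reports GDP produced by GAP-driven GTP hydrolysis; strong numbers were not always called active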
Dengue-2 NS5 capping pilot replicate: second read-out of Dengue-2 NS5 capping, no call of its own (marks repeat the call); inhibition, %; measured here: pilot screen replicate inhibition
* marks the source's active call; other numbers are inactive results; ? = inconclusive; . = not tested or not shown; [ ] = remark or other dose.

SMILES	Large T inhibition	HIV peptide binding	K1F lysis inhibition	RSV CPE inhibition	Dengue-2 NS5 capping	GPR35 antagonists	GPR55 LPI antagonism	Salmonella PhoP GFP	Rac1 GTP hydrolysis	others
O=C1Nc2ccccc2SC(c2ccccc2)C1O (centres undefined)	7%	20%	0.8%	0.8%	6%	3%	-2%	-9%	14%
CCC(Sc1nc(N)c(NC(=O)c2ccc(OC)c(OC)c2)c(=O)[nH]1)C(=O)OC (centres undefined)	12%	0.4%	-1.8%	-0.2%	-1%	-3%	4%	3%	7%
Cc1cc(C)nc(N/N=C/c2c(C)oc3ccccc23)n1	0%	0.8%	0.2%	-0.7%	0%	-13%	-6%	3%	4%
Cc1ccc2c(c1)c1c3n2CCCNC3CCC1 (centres undefined)	6%	-2.0%	-0.1%	-2.7%	-8%	-6%	-2%	22%	-2%
Cn1cnc(S(=O)(=O)N2CCN(C(c3ccccc3)c3ccccc3)CC2)c1	1%	0.7%	-0.1%	0.1%	20%	0%	-15%	4%	-3%
Cc1oc(C(=O)O)cc1CSc1nnc(-c2ccccc2)n1C	-2%	0.6%	0.0%	1.4%	-14%	-1%	14%	5%	-1%
Nc1nc(CN2CCN(c3ccccn3)CC2)nc(Nc2ccc(Cl)cc2)n1	22%	0.3%	-0.1%	16%	-14%	11%	13%	8%	11%
COCCNC(=O)c1ccc(-n2c(SCc3cc(F)ccc3F)nc3ccccc3c2=O)cc1	17%	1.3%	0.3%	2.5%	-2%	-5%	2%	-3%	3%
N#CCC(=O)N1CCN(C=O)CC1	24%	0.2%	-0.2%	1.3%	-13%	5%	1%	5%	-13%
Cc1ccc(S(=O)(=O)c2nc(S(=O)(=O)CCO)sc2N2CCOCC2)cc1	5%	0.9%	0.2%	0.7%	1%	13%	15%	-6%	10%
COc1cccc(N(CC(=O)N/N=C(\C)c2cccs2)S(C)(=O)=O)c1	8%	-1.8%	-0.5%	1.5%	-9%	8%	13%	-2%	4%
CC1(c2nnc(-c3ccc(Cl)cc3)o2)CC(c2cccnc2)=NO1 (centres undefined)	7%	.	1.1%	-0.1%	-5%	.	.	.	6%
O=C(CNC(=O)c1ccccc1Cl)NCC(c1cccs1)N1CCOCC1 (centres undefined)	30%	.	1.3%[50 µM]	-0.1%	-5%	.	.	-6%	6%
O=C(O)c1ccccc1C(=O)Nc1ccc(Oc2cccc3ccccc23)cc1	23%	10%	-0.9%	.	17%	-10%	-11%	-4%	-4%
CC(=O)Nc1ccc(NC(=O)CCCSc2nc3ccccc3s2)cc1	20%	1.1%	0.1%	4.8%	-3%	-10%	-8%	-4%	8%
C=C(C)CSc1cc(C)c(C#N)c2nc3ccccc3n12	-8%	7.0%	0.1%	?	7%	-18%	-14%	22%	23%
CC1Cc2ccccc2N1CC(=O)NC(c1ccccc1)c1ccccc1 (centres undefined)	17%	0.2%	-0.4%	1.9%	-5%	-8%	4%	3%	-1%
CCOC(=O)C1=C(C)N=C2c3ccccc3C(=O)C2C1c1ccc(Br)cc1 (centres undefined)	4%	-0.1%	.	13%	.	26%	-13%	0%	.
CS(=O)(=O)Nc1ccc(C(=O)NCc2ccco2)cc1	0%	0.2%	0.1%	0.8%	-6%	-10%	7%	-8%	0%
O=C(NC(=S)Nc1nc(-c2ccc(Cl)cc2)cs1)c1cccs1	16%	0.5%	-2.0%	0.4%	-5%	-9%	8%	-9%	11%
O=Cc1cc(Cl)ccc1OCCN1CCC(Cc2ccccc2)CC1	15%	3.1%	0.7%	-1.0%	.	-13%	-11%	-4%	26%
CCCCCC(=O)Nc1ccc(C(=O)COC(=O)Cn2cnc3c2c(=O)n(C)c(=O)n3C)cc1	4%	.	1.2%[50 µM]	0.0%	-5%	.	.	-5%	3%
CCCCc1ccc(NC(=S)N2CCCC(C)C2)cc1 (centres undefined)	10%	-1.6%	-2.0%	1.7%	-4%	-6%	0%	-5%	10%
O=C(Nc1ccc(OC(F)F)cc1)c1ncc(Cl)c(Cl)c1Cl	0%	1.0%	0.3%	0.1%	2%	8%	9%	0%	7%
O=C(CSc1nnc(-c2ccco2)n1-c1ccccc1)N1CCN(C(=O)c2ccco2)CC1	6%	0.9%	2.4%	0.9%	-6%	-26%	-7%	-10%	-2%

New compounds follow
SMILES	Large T inhibition	HIV peptide binding	K1F lysis inhibition	RSV CPE inhibition	Dengue-2 NS5 capping	GPR35 antagonists	GPR55 LPI antagonism	Salmonella PhoP GFP	Rac1 GTP hydrolysis	others
CC(C)c1nnc(NC(=O)CS(=O)(=O)Cc2ccccc2)s1	-2%	0.1%	4.5%	1.2%	.	10%	8%	3%	3%
COC(=O)[C@H](C)NC(=O)Nc1ccc(S(N)(=O)=O)cc1	10%	3.3%	0.8%	0.3%	1%	14%	11%	-6%	4%
CCOc1ccc(NC(=O)CSc2nnc(-c3ccco3)n2N)cc1	14%	0.1%	0.1%	0.1%	-4%	8%	-3%	-8%	1%
COc1ccc(Oc2coc3c(CN4CCOCC4)c(O)ccc3c2=O)cc1	6%	9.3%	0.2%	1.9%	-5%	11%	-2%	-8%	8%
O=C(O)CCCN1C(=O)C2C3c4ccccc4C(c4ccccc43)[C@@H]2C1=O (some centres undefined)	-1%	-1.0%	0.1%	1.1%	-3%	0%	-6%	-6%	12%
CSc1nc(Oc2ccccc2)c2sccc2n1	3%	-1.1%	0.0%	-0.8%	-4%	3%	0%	8%	14%
Cc1ccc(C(=O)Nc2c(C)cc(-c3ccccc3)oc2=O)cc1	11%	1.3%	0.2%	3.5%	-2%	-4%	11%	-3%	10%
CCOc1ccc(N=c2scc(-c3ccccc3)n2CCO)cc1	10%	-1.3%	-0.2%	0.6%	-6%	-7%	-12%	-5%	7%
Cc1ccc(S(=O)(=O)N2CCCCC2)cc1NC(=O)COC(=O)Cc1cccc(C(F)(F)F)c1	2%	-3.8%	0.9%[50 µM]	2.3%	6%	5%	4%	2%	9%
CN1C(=O)C2(C(C#N)=C(N)N(c3ccc(Cl)cc3)C3=C2C(=O)CC(C)(C)C3)c2ccccc21 (centres undefined)	5%	-0.3%	0.2%	1.0%	-1%	-17%	5%	-10%	6%
Cn1cnnc1SCCNS(=O)(=O)c1ccccc1	1%	0.4%	1.4%	-0.3%	-4%	11%	-13%	-15%	7%
CN(/N=C/c1ccc(O)cc1O)c1nc(-c2ccccc2)cc(-c2ccccc2)n1	20%	-0.7%	-1.2%[50 µM]	-2.5%	-6%	-19%	7%	21%	1%
CC1(C)Cc2c(cnn2-c2ccc(F)cc2)C(NC(=O)C(C)(C)O)C1 (centres undefined)	6%	1.2%	0.1%	0.8%	-4%	-12%	8%	-3%	9%
CCn1c(SCC(=O)Nc2nccc(C)n2)nc2ccccc21	12%	-0.8%	0.1%	0.7%	-2%	-11%	6%	-12%	2%
CC1CC(C)CN(CCCNC(=O)c2ccc3c(c2)NC(=O)C(N2CCCCC2)S3)C1 (centres undefined)	5%	1.8%	1.8%	-3.0%	6%	-10%	12%	-12%	13%
N#Cc1c(-c2ccc(F)cc2)nc(-c2ccccc2)[nH]c1=O	8%	29%	0.1%	9.5%	-4%	2%	46%	-5%	11%
NS(=O)(=O)c1cc(C(=O)OCC(=O)Nc2ccc3[nH]c(=O)[nH]c3c2)ccc1Cl	.	.	1.1%[50 µM]	2.0%	-7%	.	.	.	10%
COC(=O)CCCSc1nccn1-c1ccccc1	10%	1.6%	0.2%	1.6%	-6%	-1%	4%	4%	5%
CC(C)CC(=O)Nc1cccc(NC(=O)CC(C)C)n1	2%	1.0%	1.4%	0.7%	-7%	-21%	10%	-12%	7%
CCN(CC)CCCNC(=O)c1csc(Nc2cccc3ccccc23)n1	-2%	-0.1%	0.0%	-2.1%	-14%	-17%	15%	-7%	15%
CC(=O)Nc1ccc(S(=O)(=O)Nc2cc(C)c(-n3nc4ccccc4n3)cc2O)cc1	2%	-3.0%	0.4%	1.0%	-1%	3%	11%	-4%	2%
O=C(NCCCc1ccccc1)C1CCN(c2nnc(-n3cccc3)s2)CC1	3%	7.3%	1.4%	2.8%	1%	14%	0%	9%	6%
CC(=O)c1cccc(NC(=O)C2C3CCC(C3)C2C(=O)O)c1 (centres undefined)	8%	-2.0%	-0.2%	0.6%	-4%	-4%	9%	-1%	9%	Dengue-2 NS5 capping pilot replicate=-1.5
COc1ccc(CN2CCN(C(=O)c3cccc4ccccc34)CC2)cc1OC	4%	2.1%	0.2%	0.3%	-3%	-3%	2%	-5%	30%
Cc1ccc2c(c1)nnn2C1CCN(C(=O)C23CC4CC(CC(C4)C2)C3)CC1	7%	0.3%	-0.6%	8.8%	-9%	-16%	5%	3%	3%

Carrying on:
SMILES	Large T inhibition	HIV peptide binding	K1F lysis inhibition	RSV CPE inhibition	Dengue-2 NS5 capping	GPR35 antagonists	GPR55 LPI antagonism	Salmonella PhoP GFP	Rac1 GTP hydrolysis	others
COc1ccc(CCn2c(N3CCOCC3)nc3c2c(=O)[nH]c(=O)n3C)cc1	2%	1.6%	2.9%	0.6%	-3%	-4%	0%	-7%	5%
COc1ccc(C2c3c(n[nH]c3C)CC(C)(O)C2C(C)=O)cc1OC (centres undefined)	11%	0.8%	1.2%	-0.7%	-4%	5%	-7%	10%	3%
O=C(NCCc1c[nH]c2ccccc12)c1ccc(F)cc1F	6%	-1.0%	0.1%	1.1%	-7%	-6%	5%	4%	6%
O=c1sc2ccccc2n1COc1ccccc1	.	-2.8%	1.1%	.	-8%	2%	2%	.	2%
NC(=O)NC(=O)COC(=O)CCCc1c[nH]c2ccccc12	14%	0.2%	0.0%	2.2%	-10%	-8%	-13%	-6%	-1%
N#CCCN(C(=O)COC(=O)c1ccc(CNS(=O)(=O)c2ccc(F)c(Cl)c2)cc1)c1ccc(F)cc1	-3%	-2.4%	0.9%	0.7%	-1%	-2%	-10%	-4%	-1%
CSC1=N/C(=C\c2cccnc2)C(=O)N1c1ccccc1	5%	-2.2%	4.0%	0.7%	-6%	-7%	-5%	-7%	5%
Cn1c(SCC(=O)N2c3ccccc3Sc3ccccc32)nnc1-c1ccco1	9%	-0.4%	0.2%	1.8%	-3%	0%	-10%	-1%	4%
